PAX8 reporter: PAX8 transcriptional activity inhibition; RMG-I TPO-luciferase reporter, SteadyGlo, 24 h; inhibition, % at 12.6 µM; actives 1.2% (n = 360,000);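 active = mean replicate inhibition at least 60% with every replicate also reaching 60%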;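 also: luciferase light reporting Pax8 driven TPO promoter activity; plate controls were median of neutral control wells for no effect and mitoxantrone controls for full effect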
PGC1a acetyl inh: lowers PGC1a acetylation signal in U2OS cells; AlphaScreen anti-acetyl-lysine; with virally co-expressed GCN5 acetyltransferase; inhibition, % at 15.6 µM; actives 0.17% (n = 350,000);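 active = every replicate shows inhibition of at least 40%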;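 also: 0% = neutral control wells and 100% = positive control wells; some results beyond the cut were filed as inactive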
PglD inh: inhibitors of Campylobacter jejuni PglD acetyltransferase; purified PglD enzyme, DTNB colorimetric CoA detection; inhibition, % at 12.5 µM; actives 0.098% (n = 360,000); in the data active = inhibition above about 16%, passing the limit was not always enough; also: strong numbers were not always called active
ERAP1 inh: blocks human ERAP1 aminopeptidase activity; inhibition, % at 10.7 µM; Q9NZ08; actives 0.15% (n = 340,000); AID 652197; recombinant ERAP1, Leu-AMC fluorescence, 60 min;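 active = mean replicate inhibition of at least 30%, or all replicates individually reaching that 30% level; inactive = mean below 30% and not every replicate reaching it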;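 also: 0% = neutral control wells and 100% = L-leucinethiol positive control wells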
Target sequence (Q9NZ08 whole entry, looked up): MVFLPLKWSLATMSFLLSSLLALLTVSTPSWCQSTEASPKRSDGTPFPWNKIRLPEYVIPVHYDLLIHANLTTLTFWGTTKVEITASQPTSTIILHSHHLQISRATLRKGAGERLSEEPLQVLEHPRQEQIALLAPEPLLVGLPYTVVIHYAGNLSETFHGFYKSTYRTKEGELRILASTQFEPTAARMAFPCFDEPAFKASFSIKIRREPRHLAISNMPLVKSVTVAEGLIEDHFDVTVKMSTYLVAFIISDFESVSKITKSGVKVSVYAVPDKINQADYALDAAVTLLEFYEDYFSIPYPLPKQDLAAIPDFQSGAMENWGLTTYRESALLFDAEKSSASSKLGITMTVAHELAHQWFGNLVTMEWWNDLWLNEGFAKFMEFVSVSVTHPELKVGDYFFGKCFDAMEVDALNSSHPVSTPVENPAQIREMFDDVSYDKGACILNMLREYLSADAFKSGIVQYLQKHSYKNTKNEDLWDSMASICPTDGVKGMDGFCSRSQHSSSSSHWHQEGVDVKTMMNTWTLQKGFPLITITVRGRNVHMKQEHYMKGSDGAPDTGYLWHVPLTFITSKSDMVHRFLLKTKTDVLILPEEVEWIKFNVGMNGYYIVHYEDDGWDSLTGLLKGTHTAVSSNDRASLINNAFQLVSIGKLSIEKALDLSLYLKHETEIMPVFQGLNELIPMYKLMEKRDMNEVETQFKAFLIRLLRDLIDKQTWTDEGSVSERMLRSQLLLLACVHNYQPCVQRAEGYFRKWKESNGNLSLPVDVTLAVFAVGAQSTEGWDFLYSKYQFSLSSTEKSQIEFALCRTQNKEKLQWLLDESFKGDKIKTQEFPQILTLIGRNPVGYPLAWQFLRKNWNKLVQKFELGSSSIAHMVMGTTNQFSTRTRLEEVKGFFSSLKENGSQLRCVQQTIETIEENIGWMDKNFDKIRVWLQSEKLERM
LGR2 antag: blocks bursicon-induced cAMP signaling via Drosophila LGR2; HEK293 LGR2, CRE-luciferase, bursicon-stimulated, 4 h; inhibition, % at 9.99 µM; actives 0.35% (n = 380,000);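 active = drop in luminescence signal, shown as inhibition above about 50% in the replicate tests, limit read from the data, passing the limit was not always enough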;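 also: agonist challenge used bursicon conditioned medium at about half maximal strength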
S100A4 MyoIIA: S100A4-myosin IIA interaction inhibition | inhibition, % at 10.7 µM | P26447 | S100A4/TAMRA-MyoIIA peptide fluorescence polarization | actives 0.14% (n = 360,000);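 active = mean inhibition of at least 70% across replicates, with every replicate also reaching that level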
Target sequence (P26447 whole entry, looked up): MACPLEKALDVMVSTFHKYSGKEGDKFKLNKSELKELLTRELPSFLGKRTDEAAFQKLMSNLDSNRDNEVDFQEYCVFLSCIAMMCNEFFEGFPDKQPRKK
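Test system – S100A4 monomer (human) · Compound – single-point compound testing · Schedule – 5 min incubation before reading · Probe or stimulus – TAMRA-labelled myosin IIA heavy-chain peptide probe, 5 nM · Benchmarks – neutral control DMSO, positive control TFP · Medium – Calcium-containing HEPES buffer, pH 7.2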
EWS-Fli inh: blocks EWS/Fli oncoprotein-driven transcription; A673 NR0B1-luciferase reporter, viability-normalised; AID 651661; actives 0.67% (n = 350,000); inhibition, % at 12.6 µM;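 active = mean inhibition of at least 50% after viability correction, with every replicate also passing that limit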;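 also: firefly luciferase signal divided by Alamar Blue viability fluorescence both relative to DMSO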
FN deposit inh: fibronectin deposition inhibition. actives 0.086% (n = 350,000). AID 743247. AH1F fibroblasts, Alexa488-fibronectin deposition fluorescence, overnight. inhibition, % at 12.6 µM;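 active = mean inhibition across replicates of 30% or more, regardless of how many single replicates reach that level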;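 also: positive control wells lacked labelled fibronectin entirely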
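Material – AH1F fibroblast monolayer, labelled fibronectin deposition · Reagent – labelled fibronectin 24 nM · Timing – 1 h adhesion, overnight exposure · Measured by – fluorescence at 485 nm excitation, 525 nm emission · Read-out – inhibition of fibronectin deposition signal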
Active calls of the source: *; . = no result given; & = joins results of further samples. An unsorted share of the library; any-hit rate near 2.1%.

Compound | PAX8 reporter | PGC1a acetyl inh | PglD inh | ERAP1 inh | LGR2 antag | S100A4 MyoIIA | EWS-Fli inh | FN deposit inh
CC(O)c1ccc(OCCN(C)c2ccccn2)cc1 (stereo not given) | -42 | 0 | 10 | -2 | -23 | 1 | -73 | -3
O=C(C[C@@H]1CC[C@H](NC(=O)Nc2ccc(C(F)(F)F)cc2)[C@H](CO)O1)NCc1ccccn1 | 2 | 7 | 0 | -2 | -16 | 7 | -6 | .
CCCNC(=O)N[C@H]1CC[C@H](CCn2cc(C3CCCC3)nn2)O[C@@H]1CO | 11 | -1 | 3 | 1 | -12 | -1 | 0 | 6
Cc1ccc(OC(C)C(=O)N(Cc2cccs2)C2CCS(=O)(=O)C2)cc1C (stereo not given) | -3 | 11 | 2 | -1 | 0 | -2 | 8 | -3
CCN(CC)CCOC(=O)c1ccc(NC(=O)c2cn(-c3ccccc3)nc2-c2cccs2)cc1 | -80 | 0 | . | 4 | 47 | -1 | 5 | 4
CCOc1ccc(CCNC(=O)c2cc(S(=O)(=O)N3CCOCC3)ccc2C)cc1OCC | -10 | . | . | 1 | -12 | -2 | -2 | -9
O=C(O)C[C@H]1CC[C@@H]2[C@H](COC[C@@H](O)CN2S(=O)(=O)c2ccc(Oc3ccccc3)cc2)O1 | -11 | 4 | 1 | 0 | 6 | -1 | 0 | -7
CCNC(=S)NNC(=O)c1cc(C)nc2ccccc12 | -8 | . | -4 | . | -7 | . | . | -4
Nc1ccccc1SCC(=O)Nc1ccc2c(c1)OCCO2 | -73 | . | 8 | 3 | 39 | -3 | -36 | 7
Clc1ccccc1/C=N/N1CCN(Cc2ccccc2)CC1 | -57 | 0 | -12 | -3 | -8 | -1 | -49 | -2
CC(=O)NC(c1ccc(F)c(F)c1)c1nc(-c2cccc(C(C)C)c2)cs1 (stereo not given) | 12 | -10 | -2 | 0 | 10 | 0 | -6 | -16
Cc1nn(Cc2ccccc2)c(C)c1NC(=O)CCCn1nc([N+](=O)[O-])c(Cl)c1C | -11 | . | 2 | . | 0 | . | . | 0
CC(C)N1CCC(NC(=O)NC2CCCCC2)CC1 | -9 | . | . | 5 | -3 | -1 | 10 | -6
CCS(=O)(=O)N1Cc2ccccc2CC1C(=O)Nc1ccc(F)c(F)c1F (stereo not given) | -1 | -1 | 5 | 3 | -39 | -9 | -43 | -3
O=C(C1=NOC2(C1)C(=O)Nc1ccccc12)N1CCOCC1 (stereo not given) | -19 | . | . | 0 | -7 | -1 | 3 | 1

More entries:
Compound | PAX8 reporter | PGC1a acetyl inh | PglD inh | ERAP1 inh | LGR2 antag | S100A4 MyoIIA | EWS-Fli inh | FN deposit inh
COc1ccccc1Nc1nc(NCc2ccco2)nc(N)c1[N+](=O)[O-] | -15 | 7 | -9 | 2 | -8 | -5 | -14 | 12
CC(=O)NCCNc1nc2c(-c3cccc(C)c3)nnn2c2ccccc12 | 9 | 7 | -4 | 6 | -4 | 2 | . | 0
C=CCNc1nc(C)c(CNc2c(C)cc(C)cc2C)nc1C#N | -21 | 1 | 9 | 4 | 4 | -15 | 8 | 2
COc1ccccc1NC(=O)CSc1ccc(-c2ccc(-n3ccnc3)cc2)nn1 | -10 | -5 | 0 | -7 | 3 | -2 | 1 | 10
O=C(C[C@@H]1C[C@H]2c3cc(NC(=O)C4CCOCC4)ccc3O[C@H]2[C@@H](CO)O1)NC1CCCC1 | -8 | 4 | 2 | 0 | 13 | -14 | -9 | 2
CCn1c(-c2ccccc2SC)n[nH]c1=S | 8 | . | . | 6 | 26 | -3 | -7 | 5
CCc1cc(=O)oc2c3c(cc(OCC(=O)NCCCOC)c12)OC(C)(C)CC3 | -6 | . | 5 | 0 | 9 | -1 | 13 | -6
Nc1nc(NCCO)nc(N2CCCCCC2)c1[N+](=O)[O-] | -20 | . | . | 2 | -1 | 3 | 15 | 7
CN1C(=O)c2cc(NC(=O)Cc3cccs3)ccc2OC[C@H]2O[C@@H](CC(=O)O)CC[C@H]21 | -23 | 1 | 1 | -3 | 5 | -1 | 2 | .
CCOc1ccc(C(=O)Nc2ncn[nH]2)cc1 | -26 | 16 | 0 | -1 | -15 | 5 | -20 | 8
CN1c2ccc(-c3cccc(C#N)c3)cc2[C@H]2[C@H](CCN2C(=O)NC2CCCCC2)[C@H]1CO | -8 | 11 | -1 | . | 10 | . | -2 | -9
COC(=O)c1ccc(NC(=S)N(Cc2cccnc2)Cc2ccco2)cc1 | -2 | . | 6 | . | 0 | -1 | 10 | 1
CCN(C(=O)COC(=O)CCOc1ccccc1)c1c(N)n(Cc2ccccc2)c(=O)[nH]c1=O | 4 | . | -2 | 4 | 3 | -23 | 1 | 1
COc1ccccc1C(=O)Nc1ccc(-c2nnn(CC(=O)NCc3ccco3)n2)cc1 | 1 | -1 | 11 | . | -11 | -4 | -6 | -10
CC1CC(C)CN(C(=O)c2ccc(C(=O)c3ccccc3)cc2)C1 (stereo not given) | 0 | 2 | . | 2 | -12 | 0 | -6 | .

Exported with two lines to a compound: entries from further up.
The line under a structure holds: PAX8 reporter, PGC1a acetyl inh, PglD inh, ERAP1 inh, LGR2 antag, S100A4 MyoIIA, EWS-Fli inh, FN deposit inh
> CC(O)c1ccc(OCCN(C)c2ccccn2)cc1 (stereo not given)
 : -42, 0, 10, -2, -23, 1, -73, -3
> O=C(C[C@@H]1CC[C@H](NC(=O)Nc2ccc(C(F)(F)F)cc2)[C@H](CO)O1)NCc1ccccn1
 : 2, 7, 0, -2, -16, 7, -6, .
> CCCNC(=O)N[C@H]1CC[C@H](CCn2cc(C3CCCC3)nn2)O[C@@H]1CO
 : 11, -1, 3, 1, -12, -1, 0, 6
> Cc1ccc(OC(C)C(=O)N(Cc2cccs2)C2CCS(=O)(=O)C2)cc1C (stereo not given)
 : -3, 11, 2, -1, 0, -2, 8, -3
> CCN(CC)CCOC(=O)c1ccc(NC(=O)c2cn(-c3ccccc3)nc2-c2cccs2)cc1
 : -80, 0, ., 4, 47, -1, 5, 4
> CCOc1ccc(CCNC(=O)c2cc(S(=O)(=O)N3CCOCC3)ccc2C)cc1OCC
 : -10, ., ., 1, -12, -2, -2, -9
> O=C(O)C[C@H]1CC[C@@H]2[C@H](COC[C@@H](O)CN2S(=O)(=O)c2ccc(Oc3ccccc3)cc2)O1
 : -11, 4, 1, 0, 6, -1, 0, -7
> CCNC(=S)NNC(=O)c1cc(C)nc2ccccc12
 : -8, ., -4, ., -7, ., ., -4
> Nc1ccccc1SCC(=O)Nc1ccc2c(c1)OCCO2
 : -73, ., 8, 3, 39, -3, -36, 7
> Clc1ccccc1/C=N/N1CCN(Cc2ccccc2)CC1
 : -57, 0, -12, -3, -8, -1, -49, -2

Further entries follow:
Compound | PAX8 reporter | PGC1a acetyl inh | PglD inh | ERAP1 inh | LGR2 antag | S100A4 MyoIIA | EWS-Fli inh | FN deposit inh
C[C@H]1CN([C@@H](C)CO)C(=O)c2cc(NS(=O)(=O)c3cccs3)ccc2O[C@H]1CN(C)Cc1ccc(C(=O)O)cc1 | . | 3 | -2 | -5 | 0 | 16 | 7 | -7
C[C@H](CO)N1C[C@H](C)[C@H](CN(C)Cc2ccncc2)Oc2ncc(C#CCN(C)C)cc2C1=O | . | -4&3 | -3&1 | 2&1 | 1 | 6&-4 | -10&-17 | -2
c1ccc(-c2nnc3oc(-c4cccs4)nn23)cc1 | 5 | . | 1 | -3 | 12 | -4 | -1 | -2
Cn1cc(S(=O)(=O)Nc2ccc(F)c(Cl)c2)c(=O)n(C)c1=O | -13 | 9 | 1 | -3 | 15 | 5 | -9 | 5
COC(=O)c1ccc2nc(NC(=O)CSCC(=O)OCC(=O)c3ccccc3)sc2c1 | -7 | -2 | -2 | 2 | -9 | -2 | -18 | 6
C=CCNC(=O)[C@H]1N2C(=O)c3ccccc3C2SC1(C)C (stereo not given in full) | 8 | 15 | 3 | 2 | 13 | -6 | -9 | .
CN=C(N)NCCC[C@H](N)C(=O)O | -7 | -33 | -1 | -2 | . | 3 | -3 | 4
O=C(CCc1nc2ccccc2c(=O)[nH]1)N1CCN(S(=O)(=O)c2cccc([N+](=O)[O-])c2)CC1 | -25 | 4 | -2 | 1 | 7 | -3 | 1 | 6
CO[C@@H]1CN(C)C(=O)c2cc(NS(C)(=O)=O)ccc2OC[C@H](C)N(CC2CC2)C[C@H]1C | 10 | 10 | -5 | -3 | -15 | 2 | -4 | -1
Cc1ccc(C(=O)NCCc2csc(C)n2)cc1 | -110 | 3 | -4 | 2 | -18 | -1 | -42 | 3
O=C(c1cccc(F)c1)N1C[C@@H]2[C@H](c3ccccc31)[C@@H](CO)N2C(=O)c1cccc(F)c1 | -4 | 2 | 0 | 6 | 6 | -3 | -4 | 2
CC1=C(C(=O)Nc2cccc(C(=O)N3CCN(c4cccc(C(F)(F)F)c4)CC3)c2)SCCO1 | -73 | -2 | -2 | -1 | 25 | -6 | . | -7
CCCC#Cc1ccc([C@H]2[C@H](CO)N3C(=O)CN(C(=O)NCCC)C[C@@H]23)cc1 | 0 | -4 | . | -1 | 13 | -41 | 0 | .
COc1ccccc1N1CCN(C(c2cc3ccc(C)cc3[nH]c2=O)c2nnnn2C2CCCC2)CC1 (stereo not given) | -1 | 2 | -2 | . | . | . | . | 1
CC(C)CC#Cc1ccc2c(c1)O[C@H](CN(C)Cc1cccc(F)c1)[C@H](C)CN([C@@H](C)CO)S2(=O)=O | . | 10 | 2 | -1 | 13 | 4 | 25 | 2

Going on with the list:
Compound | PAX8 reporter | PGC1a acetyl inh | PglD inh | ERAP1 inh | LGR2 antag | S100A4 MyoIIA | EWS-Fli inh | FN deposit inh
C/C(N)=C(/C#N)C(=O)CSc1n[nH]c(-c2cccs2)n1 | 9 | 4 | 11 | 1 | 14 | -1 | -23 | -5
CCOc1ccc(OCCCCNC(C)(C)C)cc1 | -10 | . | . | 1 | -11 | 2 | -8 | .
CCOC(=O)C1CCN(C(=O)CSc2c3c(nc4ccccc24)CCC3)CC1 | -6 | . | . | 3 | -9 | 6 | -2 | -20
O=C(CCCOc1ccc(Cl)cc1Cl)N/N=C\C1CCCCC1 | . | 2 | -2 | 4 | -2 | 3 | 25 | .
COc1cc(NC(=O)Cc2nn(C)c(=O)c3ccccc23)cc(OC)c1OC | . | 8 | 0 | -3 | 4 | 1 | 4 | .
CCN(CC)c1ccc(CN2CCC(C(=O)NCc3ccc(C)cc3)CC2)cc1 | 23 | -12 | . | 0 | -20 | 1 | 22 | 8
O=C(Cc1ccncc1)NCC[C@H]1CC[C@H](NS(=O)(=O)c2ccccc2Cl)[C@H](CO)O1 | 4 | . | -1 | 1 | -6 | 12 | -2 | -1
CCOC(=O)C1CCCN(C(=O)C(CCSC)NC(=O)COc2ccccc2)C1 (stereo not given) | -6 | . | -1 | -2 | 0 | 6 | 5 | 2
COc1cc2c(c(OC)c1OC)[C@@]1(c3ccccc3)CCCCC[C@H]1[C@@H]2NC(=O)C(F)(F)F | -12 | . | . | 4 | 9 | -1 | 7 | -8
CCOc1ccccc1C(=O)N/N=C/c1coc2ccc(C)cc2c1=O | -1 | . | -2 | -4 | 24 | -1 | 1 | .
C[C@@H]1CN([C@H](C)CO)C(=O)c2cc(C#CC(C)(C)O)cnc2O[C@H]1CN(C)Cc1ccccn1 | -9 | 6 | 0 | -2 | 16 | -24 | -4 | .
COC(=O)C[C@H]1CC[C@@H]2[C@H](COc3ccc(NC(=O)NCc4ccccc4)cc3C(=O)N2C)O1 | -8 | -3 | . | . | -1 | . | -13 | 2
